# Screening data deposited in PubChem by National Center for Advancing Translational Sciences (NCATS).
# RORgamma inh: inhibitors of mouse ROR gamma transcriptional activity. Drosophila S2 Gal4-RORgamma UAS-luciferase reporter, 20 h. Potency, µM (titrated, usually from 53.6 µM), for the others: at the top dose activity change, negative = inhibition, actives largely listed as inhibitors. 310,000 tested, 5.4% active; also: % is scaled to controls: 0 for no effect and ±100 for the full control effect; nearly all actives have a fitted effect of over 60% in size
# Target sequence (P51450 whole entry, looked up, the tested form may be a part): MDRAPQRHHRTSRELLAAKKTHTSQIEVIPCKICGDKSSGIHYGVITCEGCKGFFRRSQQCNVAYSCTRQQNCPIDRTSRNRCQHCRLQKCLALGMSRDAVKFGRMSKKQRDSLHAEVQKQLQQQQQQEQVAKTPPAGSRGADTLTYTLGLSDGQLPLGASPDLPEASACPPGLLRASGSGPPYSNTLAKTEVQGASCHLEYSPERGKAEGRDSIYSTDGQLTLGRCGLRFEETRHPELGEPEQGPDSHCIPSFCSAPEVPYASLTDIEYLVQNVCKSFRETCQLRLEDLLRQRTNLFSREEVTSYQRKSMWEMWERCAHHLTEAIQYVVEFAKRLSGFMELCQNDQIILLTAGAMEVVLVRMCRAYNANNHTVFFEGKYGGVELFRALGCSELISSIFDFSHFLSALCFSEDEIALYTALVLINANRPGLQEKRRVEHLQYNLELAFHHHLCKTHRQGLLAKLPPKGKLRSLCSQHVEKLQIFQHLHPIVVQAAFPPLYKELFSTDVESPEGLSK
#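 Luciferase reporter read in Schneider cells carrying Gal4-RORγ (mouse) and UAS-Photinus luciferase; cells given compound 1 h before 700 uM copper sulfate induction, then incubated 20 h at ambient temperature.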
# BRCA1 expr up: BRCA1 expression activation. MCF7-BRCA1-FFLuc reporter, luminescence, 48 h; response scale: scaled: vehicle 0%, 10 µM genistein 100%. Potency, µM (doses to about 46.1 µM), without a hit: at the top dose activation, most hits filed as activators. 380,000 tested, 1.1% active; also: nearly all actives have a fitted effect of over 80% in size; some results filed as inactive show a strong effect at the top dose
#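 Using MCF7 cells harboring a BRCA1 firefly luciferase reporter, plated 2 h before compound pinning, the screen measured luminescence after 48 h incubation. Responses were normalized to DMSO and 10 microM genistein, then fitted for concentration-effect.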
# MBNL1-CUG inh: inhibitors of human MBNL1 binding to CUG repeat RNA; 280,000 tested, 0.036% active; AID 2675; TR-FRET MBNL1-His/biotin-(CUG)12 binding, 665/545 ratio; Potency, µM (doses to about 57.5 µM), without a hit: at the highest dose activity change, negative = inhibition, usual class: inhibitors; Q9NR56; active = well fitted inhibition curve with a large enough effect in the signal ratio, with a control signal flat, not every such curve was filed as active; inconclusive = small, poorly fitted or top-dose-only effect, or effect the other way, or a change in a side signal; inactive = no such curve, though single readings can be large or run the other way; the % refers to the signal ratio; also: % is scaled to controls: 0 for no effect and ±100 for the full control effect
# Target sequence (Q9NR56 whole entry, looked up): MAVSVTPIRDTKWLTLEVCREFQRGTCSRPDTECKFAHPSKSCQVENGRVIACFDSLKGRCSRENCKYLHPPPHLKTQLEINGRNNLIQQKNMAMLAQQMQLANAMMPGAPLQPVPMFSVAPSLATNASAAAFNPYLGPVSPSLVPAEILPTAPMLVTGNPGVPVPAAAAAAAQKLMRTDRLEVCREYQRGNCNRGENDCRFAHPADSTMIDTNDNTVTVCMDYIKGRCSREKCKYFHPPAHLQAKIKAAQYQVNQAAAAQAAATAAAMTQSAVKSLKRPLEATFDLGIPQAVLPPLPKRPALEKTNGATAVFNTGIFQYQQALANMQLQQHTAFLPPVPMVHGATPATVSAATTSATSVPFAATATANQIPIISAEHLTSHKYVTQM
#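 Ratiometric TR-FRET (665 over 545 nm, excitation 340 nm) tracks disruption of MBNL1-His/biotin-(CUG)12 complex after 60 min at room temperature, with compounds at 92 nM to 58 uM final.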
# ELG1 genotox: induces genotoxicity in HEK293T cells with luciferase-tagged ELG1; HEK293T ELG1-luciferase reporter, luminescence, 16 h; Potency, µM (doses to about 46 µM), for inactives: at the top dose activity change, positive = activation, usual class: activators; 330,000 tested, 1.3% active; also: % of control where 0% means no effect; nearly all actives have a fitted effect of over 60% in size
#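 After overnight (16 hr) compound treatment at 37 °C, ELG1-luciferase HEK293T cells were lysed with ONE-Glo; luminescence quantified 30 min later at room temperature.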
# NPC1 prom act: activators of NPC1 promoter; Huh7 NPC1 promoter luciferase reporter, 24 h; Potency, µM (series often up to 9.22 µM), without a hit: top-dose activation, hits mostly activators; 320,000 tested, 2.4% active;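 also: % of control where 0% means no effect; nearly all actives have a fitted effect of over 60% in size; reporter is driven by a mutant NPC1 promoter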
#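 Huh7 cells stably carrying NPC1 promoter–luciferase, plated in Opti-MEM with 10% FBS for 2 h, were exposed to compound in DMSO for 24 h at 37 °C; luciferase reagent was added for 10 min and luminescence read.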
# uPA surface inh: blocks generation of uPA at the cell surface. Potency, µM (series often up to 38.3 µM), for the others: at the highest dose activity change, negative = inhibition, usual class: inhibitors. cell surface uPA generation assay, qHTS. 330,000 tested, 0.31% active. AID 540303; active = well fitted inhibition curve with a large enough effect; inconclusive = small, poorly fitted or top-dose-only effect; inactive = no such curve, though single readings can be large or run the other way; tested in mouse RAW 264.7 cells; also: % is scaled to controls: 0 for no effect and ±100 for the full control effect; nearly all actives have a fitted effect of over 55% in size
# FLuc counter: counter-screen for miR-21 project: firefly luciferase inhibitors or activators | Potency, µM (highest dose often 57.5 µM), inactives show top-dose activity change, negative = inhibition, usual class: inhibitors | purified FLuc, Km substrates, luminescence inhibition | P08659 | AID 588342 | 360,000 tested, 6.9% active;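 also: plate controls were vehicle for no effect and reference inhibitor for full effect; nearly all actives have a fitted effect of over 55% in size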
#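 Purified P. pyralis luciferase, 10 nM final, with Km-level 10 uM D-luciferin and 10 uM ATP in 50 mM Tris acetate pH 7.5, 10 mM Mg acetate, 0.01% Tween-20, 0.05% BSA; 6-point qHTS titration about 60 µM downward; luminescence read.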
# Rab9 prom act: Rab9 promoter activation; Huh7 Rab9 promoter-luciferase reporter, luminescence, 24 h; Potency, µM (titrated, usually from 9.22 µM), for the others: at the top dose activation, negative = inhibition, actives largely listed as activators; 320,000 tested, 2.8% active; AID 485297; also: % of control where 0% means no effect; nearly all actives have a fitted effect of over 60% in size
#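 Quantitative HTS format; Huh7 Rab9-luciferase reporter cells (1500/well) receive compound 2 h post-plating, incubate 24 h at 37 °C, then get luciferase reagent for 10 min before luminescence reading.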
# p53 reactivator: mutant p53 re-activation in reporter cells; H1299 p53-A138V BP100-luciferase reporter, luminescence, 24 h; Potency, µM (titrated, usually from 92.2 µM), without a hit: top-dose activity change, positive = activation, actives largely listed as activators; 320,000 tested, 0.063% active; AID 504706; also: % of control where 0% means no effect; nearly all actives have a fitted effect of over 45% in size
#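 H1299 (p53-null), stable ts p53-A138V + BP100-Luc; 1000 cells/well, Opti-MEM/10% FBS; cpd 4 pt, 1:5; 24 h, 37 deg C, 5% CO2; detection reagent 10 min RT; luminescence.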
# VP16 counter: counter-screen for ROR gamma inhibitors: Gal4-VP16 reporter. Drosophila S2 Gal4-VP16 UAS-luciferase, luminescence, 20 h. Potency, µM (series often up to 53.6 µM), for the others: top-dose activity, negative = inhibition, actives largely listed as inhibitors. 310,000 tested, 3.5% active. AID 2546;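 also: Gal4-VP16 expression switched on by copper sulfate through the metallothionein promoter; % is scaled to controls: 0 for no effect and ±100 for the full control effect; nearly all actives have a fitted effect of over 50% in size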
# Active calls of the source: *; u = inconclusive; x = no result given; [ ] = another dose, or the depositor's remark. Unless noted, calls follow the shape of the dose curve; as a rule, active = well fitted curve in the direction sought with a large enough effect; inconclusive = small, poorly fitted or top-dose-only effect, or another doubt; inactive = no such curve, though single readings can be large; an effect the other way counts as inactive or inconclusive. Potency is read from the fitted curve at half-maximal effect.
SMILES,RORgamma inh,BRCA1 expr up,MBNL1-CUG inh,ELG1 genotox,NPC1 prom act,uPA surface inh,FLuc counter,Rab9 prom act,p53 reactivator,VP16 counter
Cn1c(=O)c2c(nc(N3CCNCC3)n2Cc2ccccc2Cl)n(C)c1=O,18.5%,0.0%,-13.1%,1.3%,-0.3%,2.9%,-1.0%,-9.0%,2.4%,0.8%
CN(C)CCOC(=O)c1ccc(COc2ccccc2Br)o1,13.7%,30.1%,-10.4%,3.5%,-0.1%,10.2%,-2.2%,-2.1%,24.6%,0.3%
CCC(C)[C@H](NC(=O)Nc1cccc(Cl)c1)C(=O)O (stereo partly drawn),-22.9%,-15.2%,-11.4%,-1.2%,-0.2%,2.7%,1.6%,-1.1%,-2.0%,-5.9%
CCOC(=O)c1ccc2nc(NC(C)=O)sc2c1,u,50.4%,x,u,u,-6.8%,u,2.24µM*,23.6%,4.9%
CCCOc1ccc(/C(O)=C2/C(=O)C(=O)N(CCCn3ccnc3)C2c2ccc(C)o2)cc1 (stereo not drawn),21.6%,-14.2%,26.6%,0.1%,1.5%,0.8%,0.0%,10.7%,0.3%,0.8%
C=CC[C@@H](CC(=O)OC(C)(C)C)C(=O)OC[C@@H]1CCCN1C(=O)[C@@H](CC=C)CC(=O)N(CCO)Cc1ccccc1,x,-22.3%,x,-3.2%,x,-12.6%,x,x,-1.4%,x
CN(C(=O)c1cccc(C(=O)N(C)c2ccccc2)c1)c1ccccc1,23.4%[1.91 µM],10.7%,-2.2%,-2.8%,-0.5%,20.5%,-1.7%,-5.8%,x,3.9%
Cc1cc(SCC(=O)N2CCCC2)nc2ccccc12,-5.8%,11.8%,-5.9%,-2.2%,-3.7%,3.0%,-0.8%,-5.5%,-0.1%,-8.7%
N#CCCNc1c(Cl)cc(Cl)cc1C(=O)O,0.6%,-21.3%,u,1.7%,0.0%,7.1%,-1.8%,-1.3%,-7.7%,-11.1%
CC1CCCN(c2ccc(F)cc2N)C1 (stereo not drawn),1.0%,-20.4%,3.4%,1.9%,0.0%,-1.2%,-6.1%,-5.1%,-1.4%,-3.1%[10 µM]
O=C(CSc1nnc(CNC(=O)c2c(F)cccc2Cl)o1)NCc1ccccc1,-7.7%,0.4%,-3.2%,2.0%,-0.2%,-10.4%,-0.4%,1.7%,-9.5%,0.8%
COc1ccc(N=C2SC(C(=O)O)CC(=O)N2C)cc1 (stereo not drawn),-28.5%,8.7%,1.9%,1.0%,0.4%,-2.3%,5.4%,-6.7%,-0.6%,-4.4%
Cn1c(N=NC(=O)c2ccccc2)c(O)c2ccccc21,8.91µM*,-42.3%,x,u,0.708µM*,-20.5%,0.849µM*,0.562µM*,u,u
O=C(Cn1cnc2ccccc2c1=O)c1ccc(Br)cc1,15.0%,u,28.2%,u,20.7%,-6.2%,u,u,6.0%,16.2%
C/C(=N/Nc1ccc(Cl)cc1)c1cnnc(-c2ccccc2)n1,9.6%,-43.5%,-1.5%,-0.3%,-4.0%,11.5%,-2.6%,-6.2%,1.9%,4.7%
Cc1ccc(Nc2nc3ccccc3c(=O)[nH]2)cc1C,u,u,-13.0%,7.8%,28.6%,-5.9%,-15.4%,u,29.6%,-15.9%
CC(=O)c1cccc(NC(=O)c2cnn(-c3ccccc3)c2C)c1,3.55µM*,23.3%,-2.9%,u,3.16µM*,-27.7%,9.53µM*,3.98µM*,5.1%,2.24µM*
CC(=O)c1cccc(OCc2cc(C(=O)N(C)Cc3cnccn3)no2)c1,22.2%,u,-3.9%,u,u,-1.2%,u,2.51µM*,13.8%,15.9%
COc1ccc(NC(=O)CSc2ccc3nnc(-c4ccccn4)n3n2)cc1OC,u,-3.4%,4.1%,3.8%,1.1%,3.7%,3.7%,9.6%,4.9%,-0.1%
COC(=O)c1ccccc1NC(=O)C12CCC(C)(C(=O)O1)C2(C)C (stereo not drawn),-7.5%,2.5%,1.0%,-3.0%,0.4%,-1.3%,1.2%,-2.8%,-0.5%,-8.7%
O=C(C[n+]1ccn(CCCNP2(=O)C=C(c3ccccc3)OC(c3ccccc3)=C2)c1)c1cccs1,31.2%,-3.9%,-6.1%,0.7%,1.5%,0.2%,4.8%,-3.7%,-1.6%,-3.5%
CC1CC1C(=O)N(C)CC(=O)Nc1ccc(Cl)c(C(F)(F)F)c1 (stereo not drawn),x,-37.4%,x,5.7%,-1.4%,-5.5%,-1.2%,-8.0%,-6.9%,x
O=C(NCc1ccco1)c1sc2cc(Cl)ccc2c1Cl,42.0%,76.9%,u,10.7%,12.9%,-11.1%,u,3.4%,19.4%,-8.5%
CCCCC(=O)Nc1ccc2c3c(cccc13)CC2,u,6.3%,34.0%[activator],4.4%,-2.4%,-3.2%,-16.0%,-5.4%,19.4%,-3.6%
COc1cccc(CNn2cnnc2)c1OCc1ccc(F)cc1,-1.6%,0.3%,-2.6%,0.7%,0.4%,1.6%,3.6%,1.4%,-1.9%,-2.8%
C/C(=N\NC(=O)C(NC(=O)c1ccccc1)C(C)C)c1ccccc1 (stereo not drawn),1.1%,-30.9%,-7.1%,-1.8%,8.4%,4.5%,-1.2%,-2.1%,0.3%,-5.1%
O=C(Nc1ccccc1Oc1ccccc1)C1=COCCO1,x,12.7%,-1.8%,2.3%,0.6%,2.8%,0.0%,-2.1%,x,x
O=C(COc1ccc([N+](=O)[O-])cc1)Nc1ccc(S(=O)(=O)N2CCOCC2)cc1,-14.3%,-29.5%,u,-0.8%,0.2%,-8.5%,3.4%,5.0%,1.0%,-2.3%
CCOC(=O)c1cc(C#N)c(SCC(=O)c2cc(C#N)c(SC)nc2C)nc1C,14.0%,-27.0%,4.1%,-2.2%,-6.2%,3.6%,3.3%,-4.0%,-4.6%,7.4%
Cc1ccsc1C(=O)NNC(=O)C1C2C=CC(C2)C1C(=O)O (stereo not drawn),4.8%,27.6%,-39.9%,u,2.7%,1.8%,23.9µM*,7.5%,u,-19.0%

# Three entries from above, ordered by SMILES length, low to high.
SMILES,RORgamma inh,BRCA1 expr up,MBNL1-CUG inh,ELG1 genotox,NPC1 prom act,uPA surface inh,FLuc counter,Rab9 prom act,p53 reactivator,VP16 counter
Cc1ccc(Nc2nc3ccccc3c(=O)[nH]2)cc1C,u,u,-13.0%,7.8%,28.6%,-5.9%,-15.4%,u,29.6%,-15.9%
CCC(C)[C@H](NC(=O)Nc1cccc(Cl)c1)C(=O)O (stereo partly drawn),-22.9%,-15.2%,-11.4%,-1.2%,-0.2%,2.7%,1.6%,-1.1%,-2.0%,-5.9%
C/C(=N/Nc1ccc(Cl)cc1)c1cnnc(-c2ccccc2)n1,9.6%,-43.5%,-1.5%,-0.3%,-4.0%,11.5%,-2.6%,-6.2%,1.9%,4.7%

# The list goes on:
SMILES,RORgamma inh,BRCA1 expr up,MBNL1-CUG inh,ELG1 genotox,NPC1 prom act,uPA surface inh,FLuc counter,Rab9 prom act,p53 reactivator,VP16 counter
C=CCn1c(SCc2cccc(F)c2)nc2cc(C(=O)N3CCC(C(N)=O)CC3)ccc2c1=O,39.8%,-51.3%,21.7%,-0.7%,-0.3%,-8.6%,-2.0%,1.4%,-1.0%,18.0%
COc1ccccc1CNS(=O)(=O)c1c(C(=O)N2CCCC2)c(C)n(C)c1C,5.7%,0.5%,-6.0%,-0.4%[9.26 µM],-1.2%,1.5%,-1.5%,-2.4%,1.4%,-6.9%
COc1cccc(NC(=O)CN(C)C(=O)C(C)Sc2ccccc2)c1 (stereo not drawn),x,-0.5%,x,-2.1%,0.0%,-1.0%,-1.4%,2.1%,-2.7%,x
CCCCn1cnc2c([nH]c3ccccc32)c1=O,24.5%,24.2%,4.8%,3.6%,15.8%,5.0%,u,2.0%,8.7%,-3.9%
Cc1cc(NC(=O)COC(=O)CNC(=O)c2cccs2)c([N+](=O)[O-])cc1C,x,-14.6%,x,1.0%,-0.9%,-6.0%,-1.0%,-2.6%,2.3%,x
Cc1cccc(CNC(=O)CC2C(=O)NCCN2C2CCCC2)c1 (stereo not drawn),4.0%,0.0%,1.3%,0.3%,-6.8%,-3.6%,5.0%,0.9%,7.6%,-7.1%
O=C(NCc1ccccn1)c1ccc(Br)s1,21.5%[0.365 µM],21.8%,-10.4%,25.0%,-1.5%,x,-15.4%,0.1%,-2.2%,x
O=[N+]([O-])c1ccccc1/C=C/CN1CCN(Cc2ccc3c(c2)OCO3)CC1,u,-2.8%,u,-0.9%,5.7%,-4.7%,-10.7%,-3.8%,6.8%,-10.9%
CCOC(=O)CCNC(=O)N1CCCC(N(C)CCc2ccc(OC)c(OC)c2)C1 (stereo not drawn),-11.6%,-2.7%,-3.4%,-2.1%,1.9%,-13.4%,-0.4%,-0.5%,6.5%,-13.9%
O=S(=O)(Cc1ccccc1)N1CCN(c2ccccc2)CC1,-5.2%,1.0%,1.4%,-1.2%,-1.9%,-6.0%,0.1%,8.8%,-1.1%,-1.4%
S=c1[nH]nc(Cc2c[nH]c3ccccc23)o1,-6.9%,5.2%,-3.8%,-0.9%,-0.8%,8.7%,-2.0%,-1.2%,2.3%,-12.8%

# Rows are unselected, and some 13% of all compounds hit somewhere here.
